Assay outcomes: PubChem BioAssay, several laboratories
TNAP inh hi DEA = inhibitors of human TNAP at high phosphate acceptor concentration | P05186 | purified TNAP, CDP-star luminescence, 1 M DEA | inhibition, % at 20 µM | 200,000 compounds, 0.03% hits | AID 1135;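 active means over 50% inhibition of tissue-nonspecific alkaline phosphatase at 20 µM in the single-dose screen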;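 further: plate controls were DMSO wells for no effect and EDTA-quenched wells as full inhibition for full effect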
Target sequence (P05186 whole entry, looked up): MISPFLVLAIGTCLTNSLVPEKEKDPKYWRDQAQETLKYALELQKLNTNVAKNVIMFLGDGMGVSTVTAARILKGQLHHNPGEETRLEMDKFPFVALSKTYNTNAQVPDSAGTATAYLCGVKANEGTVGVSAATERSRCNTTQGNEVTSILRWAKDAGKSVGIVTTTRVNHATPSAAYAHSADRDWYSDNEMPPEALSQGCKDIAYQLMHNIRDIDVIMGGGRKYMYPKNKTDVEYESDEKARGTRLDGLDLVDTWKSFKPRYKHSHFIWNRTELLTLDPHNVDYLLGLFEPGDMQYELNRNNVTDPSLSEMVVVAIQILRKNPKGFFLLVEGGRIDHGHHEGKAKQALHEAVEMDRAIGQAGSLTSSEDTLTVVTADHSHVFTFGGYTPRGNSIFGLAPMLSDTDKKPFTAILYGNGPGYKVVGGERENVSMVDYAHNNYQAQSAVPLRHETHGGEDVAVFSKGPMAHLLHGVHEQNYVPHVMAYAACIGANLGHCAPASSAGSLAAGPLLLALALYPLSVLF
TNAP inh no acc = inhibitors of human TNAP without phosphate acceptor; P05186; 200,000 compounds, 0.26% hits; purified TNAP, CDP-star luminescence, 30 min; AID 1012; inhibition, % at 20 µM;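 active means tissue-nonspecific alkaline phosphatase inhibition above about 50% at 20 µM in the single-dose screen, limit read from the data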;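 further: 0% = DMSO negative control and 100% = EDTA positive control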
PPARg SRC-3 ag = PPARgamma-driven SRC-3 recruitment agonism; P37231; biochemical PPARgamma/SRC-3 coactivator recruitment assay; activation, % at 8 µM; 200,000 compounds, 0.26% hits; AID 731; in the data active means activation above about 23%;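 further: 0% = DMSO and 100% = reference agonist; some compounds past the cut are filed as inactive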
Target sequence (P37231 whole entry, looked up): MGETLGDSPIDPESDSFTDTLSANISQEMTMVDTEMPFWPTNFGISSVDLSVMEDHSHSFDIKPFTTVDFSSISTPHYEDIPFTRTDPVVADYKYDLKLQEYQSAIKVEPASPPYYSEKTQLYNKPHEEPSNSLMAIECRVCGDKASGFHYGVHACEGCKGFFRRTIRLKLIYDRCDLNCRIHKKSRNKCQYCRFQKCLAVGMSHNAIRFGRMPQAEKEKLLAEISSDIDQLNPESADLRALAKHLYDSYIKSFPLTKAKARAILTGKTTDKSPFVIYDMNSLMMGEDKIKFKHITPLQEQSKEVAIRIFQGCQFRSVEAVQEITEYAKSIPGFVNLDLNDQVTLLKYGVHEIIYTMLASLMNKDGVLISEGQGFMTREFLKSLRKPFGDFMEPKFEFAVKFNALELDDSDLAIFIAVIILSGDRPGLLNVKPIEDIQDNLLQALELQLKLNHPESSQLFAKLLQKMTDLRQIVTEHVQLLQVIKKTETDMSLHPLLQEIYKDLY
bIAP activator = increases bovine intestinal alkaline phosphatase activity | purified bovine IAP, CDP-star luminescence, 30 min; stronger effect = higher value; fold of DMSO-control signal, blank-subtracted | activation factor at 20 µM | 200,000 compounds, 0.17% hits;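 active means activation factor of 2 or more at 20 µM, a signal rise over negative controls twice the positive control's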
PPARg SRC2 recr = agonists of SRC-2 recruitment by human PPARgamma; 200,000 compounds, 0.34% hits; PPARgamma LBD-SRC-2 recruitment, biochemical; P37231; AID 1032; activation, % at 8 µM; in the data active means activation above about 22%;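 further: 0% = vehicle and 100% = reference agonist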
Efa HMGR inh = blocks class II HMG-CoA reductase of Enterococcus faecalis; inhibition, % at 10 µM; 190,000 compounds, 0.41% hits; purified E. faecalis HMGR, NADPH absorbance 340 nm kinetic;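 active means inhibition above a set limit, the median over all tested compounds plus 3 SD, cut at about 9.5% in these data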;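 further: enzyme runs in reverse so mevalonate oxidation gives rising NADPH absorbance; 0% = complete reaction with DMSO and 100% = background rate lacking mevalonate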
bIAP inh = blocks bovine intestinal alkaline phosphatase activity | purified bovine IAP, CDP-star luminescence, 30 min | inhibition, % at 20 µM | 190,000 tested, under 10 active | AID 1019;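 active means over 50% inhibition of intestinal alkaline phosphatase at 20 µM in the single-dose screen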
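Incubation: 30 min reaction at room temperature / Material: purified bovine intestinal alkaline phosphatase (IAP) enzyme / Input: enzyme at 1/65,000,000 dilution / Dosing: 20 µM single dose / Signal: CDP-star luminescence signal / Reagent: CDP-star chemiluminescent phosphatase substrate, 30 µM final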
SRC2 TRFRET art = counter-screen for PPARgamma SRC-2 recruitment agonists: TR-FRET artefact | stronger effect = higher value | TR-FRET ratio at 8 µM | 200,000 compounds, 0.4% hits | AID 1049; in the data active means TR-FRET ratio above about 2000; further: inactives centre near 1500
PPARg SRC-1 ag = PPARgamma-driven SRC-1 recruitment agonism | P37231 | PPARgamma-SRC-1 coactivator recruitment biochemical assay | activation, % at 8 µM | 200,000 compounds, 0.41% hits; in the data active means activation above about 19%;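 further: 0% = DMSO and 100% = reference agonist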
TNAP act hiacc = increases human TNAP activity under high phosphate acceptor concentration; P05186; purified TNAP, CDP-star luminescence, 1 M DEA, 30 min; stronger effect = higher value; 0 = EDTA background, 1 = DMSO-only activity; activation factor at 20 µM; 200,000 tested, under 10 active; AID 1136;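 active means activation factor at least 2 at 20 µM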
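system = human TNAP | amount = enzyme diluted 1/800 final | reagent = 100 µM CDP-star substrate | signal = luminescent substrate turnover signal | dosing = one dose, 20 µM | benchmarks = EDTA negative control, DMSO positive control | measure = activation factor | timing = 30 min reaction, room temperature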
An asterisk follows results filed as active; x = no result given. Compounds were not picked by outcome. About 1.6% of those tested had a hit in this group.

SMILES	TNAP inh hi DEA	TNAP inh no acc	PPARg SRC-3 ag	bIAP activator	PPARg SRC2 recr	Efa HMGR inh	bIAP inh	SRC2 TRFRET art	PPARg SRC-1 ag	TNAP act hiacc
Cc1cc(C)cc(-n2c3nc4ccccc4nc3c3c(=O)n(Cc4ccco4)cnc32)c1	1	-2	8	1	7	17*	-2	1412	1	1
COc1ccc(/C=C/C(=O)Nc2cccc(S(=O)(=O)N3CCCC3)c2)cc1OC	-5	-9	6	1.1	12	-11	-15	1774	-2	1.1
O=C(CSc1nnnn1C1CCCCC1)NCc1ccc2c(c1)OCO2	-11	-3	6	0.9	-1	-1	9	1538	4	1.1
CCNC(=O)c1cc(Br)ccc1Cl	-2	-19	-7	1	-2	1	0	1459	-2	1
COc1ccccc1NC(=S)NCCN1CCOCC1	3	-8	0	1.1	3	2	-10	1453	2	1
COC(=O)c1sc(NC(=O)C(C)c2ccccc2)nc1C (stereo not drawn)	-2	-7	-3	0.9	-1	0	9	1575	2	1
CN1CCC(OC(=O)c2ccc(Cl)cc2Cl)CC1	-5	-4	2	1	-6	-4	1	1264	-8	1
C=CCNc1nc(Nc2ccc([N+](=O)[O-])cc2)nc(N2CCCC2)n1	-4	-1	7	0.8	10	-3	15	1440	-1	1
Cc1cnc([N+](=O)[O-])n1CCOC(=O)NC(=O)c1ccc(F)cc1	-4	-1	3	1.1	-1	-8	-10	1584	-2	1
COc1ccc(/C=N/NC(=O)c2sccc2OCc2ccc(F)cc2)cc1OC	-2	0	12	1	2	-6	2	1583	1	1
C=CCN(C(=O)CSc1nc2[nH]ncc2c(=O)n1-c1ccccc1OC)c1ccccc1	2	-10	5	0.9	8	-1	9	1592	7	1
COc1cc(C(c2sc3nc(C)nn3c2O)N2CC(C)CC(C)C2)cc(OC)c1OC (stereo not drawn)	-2	-3	18	0.9	3	-7	13	1604	11	1
c1ccc2c(c1)oc1c(NCCCn3ccnc3)ncnc12	-6	3	11	1	6	-4	4	1528	6	1.1
O=C1CCC2(CC1)NC(=O)N(c1ccccc1)N2	0	-8	-3	1	-5	-7	2	1381	3	1
CCOC(=O)c1c(NC(=O)Cc2cccs2)sc2c1CCCC2	-4	-9	6	0.9	1	-10	12	1484	5	1
O=C(/C=C/NNC(=O)c1ccc(Br)cc1)c1ccccc1	2	-2	-7	0.8	1	6	25	1654	3	1
N#CC1=C(N)SC(N)=C(C#N)C1c1cccc(Oc2ccccc2)c1	3	6	-3	0.8	-2	-4	22	1580	3	1
CC/C(O)=C1\C(=O)CC(c2ccccc2)CC1=NC(C)C (stereo not drawn)	1	8	-2	0.9	-8	4	10	1346	-3	1
Cc1nc(C)c(C(=O)C2=C(O)C(=O)N(CCN3CCOCC3)C2c2cccs2)s1 (stereo not drawn)	0	-8	-9	1.1	6	5	-8	1458	-1	1
COCCNC(=O)/C(C#N)=C/c1ccc2c(c1)OCO2	-1	-4	-1	1	-3	-2	3	1450	-6	1

The last 6 compounds of the part before come first, to join the parts.
SMILES	TNAP inh hi DEA	TNAP inh no acc	PPARg SRC-3 ag	bIAP activator	PPARg SRC2 recr	Efa HMGR inh	bIAP inh	SRC2 TRFRET art	PPARg SRC-1 ag	TNAP act hiacc
CCOC(=O)c1c(NC(=O)Cc2cccs2)sc2c1CCCC2	-4	-9	6	0.9	1	-10	12	1484	5	1
O=C(/C=C/NNC(=O)c1ccc(Br)cc1)c1ccccc1	2	-2	-7	0.8	1	6	25	1654	3	1
N#CC1=C(N)SC(N)=C(C#N)C1c1cccc(Oc2ccccc2)c1	3	6	-3	0.8	-2	-4	22	1580	3	1
CC/C(O)=C1\C(=O)CC(c2ccccc2)CC1=NC(C)C (stereo not drawn)	1	8	-2	0.9	-8	4	10	1346	-3	1
Cc1nc(C)c(C(=O)C2=C(O)C(=O)N(CCN3CCOCC3)C2c2cccs2)s1 (stereo not drawn)	0	-8	-9	1.1	6	5	-8	1458	-1	1
COCCNC(=O)/C(C#N)=C/c1ccc2c(c1)OCO2	-1	-4	-1	1	-3	-2	3	1450	-6	1
CCN=C1SC(C(=O)Nc2ccc(OCC)cc2)CC(=O)N1CC (stereo not drawn)	-4	-4	3	0.9	6	-3	8	1516	0	1
Cc1onc(-c2ccccc2Cl)c1C(=O)N1C=CC(C(F)(F)F)=NCC1	1	-7	-2	0.9	3	1	11	1532	8	1
CCCc1nc2ccccc2c(C(=O)OC2CCOC2=O)c1CC (stereo not drawn)	-1	-9	-11	1	-4	-4	2	1342	2	1
COc1ccccc1NS(=O)(=O)c1cccc(NC(=O)Nc2ccccc2)c1	-4	-23	1	1	0	4	0	1400	1	1
CCNC(=O)CC1C(=O)N(c2cccc(OC)c2)C(=O)N1CCOC (stereo not drawn)	-1	-1	-6	1	5	-2	3	1579	6	1
O=C(Nc1ccccc1)c1cccc(S(=O)(=O)NCc2ccco2)c1	-4	-6	1	1	-4	3	5	1689	1	1
O=C(Nc1nnc(C2CCCO2)s1)c1cccs1 (stereo not drawn)	1	-8	8	0.9	12	-2	6	1555	8	1
CCCCC(CC(O)COCCC)C(=O)NN (stereo not drawn)	-1	-6	1	0.9	1	2	9	1328	4	1
CSc1nc2ccc3nc(NC(=O)c4cccs4)sc3c2s1	-4	-11	-2	0.9	-5	0	8	1442	41*	1
O=C1NC2(CCC3(CC2)OCCO3)NN1c1ccccc1	-3	-9	-3	1	1	0	-4	1533	-6	1
O=C(COc1ccc(F)cc1Br)N1CCc2ccccc21	-2	-11	0	0.9	3	-1	9	1638	8	1
COc1ccc(NC(=O)c2cc3n(n2)C(C(F)(F)F)CC(c2ccc(OC)cc2)N3)cc1 (stereo not drawn)	-2	-7	-2	1.1	1	1	-7	1672	6	1
NC(=O)CC[C@@H]1NC(=O)[C@@H]2CCCN2C(=O)c2cc([N+](=O)[O-])cc(F)c2NCCC[C@@H](C(N)=O)NC1=O	0	-6	0	0.9	1	-7	8	1401	0	1
CC(NS(=O)(=O)c1ccc(Cl)c(Cl)c1)C(=O)OCC(=O)Nc1ccc2c(c1)OCO2 (stereo not drawn)	-4	-8	-2	1.1	9	0	-10	1556	6	1
CCC(CC)NCc1ccc(OC)cc1OC	-2	-7	2	0.9	4	1	13	1417	3	1
COc1ccc2cnn(CCOc3ccccc3)c(=O)c2c1OC	-8	-13	9	1	3	-5	3	1555	2	1.1
CCC(c1nnnn1Cc1ccco1)N1CCN(C(=O)c2ccco2)CC1 (stereo not drawn)	-11	-4	0	0.9	-1	-4	10	1609	12	1.1
O=[N+]([O-])c1ccc(/C=N/Nc2nc(N3CCCC3)nc(N3CCCC3)n2)o1	6	5	6	0.9	3	-9	5	1610	2	0.9
C=CCOc1ccccc1CNCc1ccc(F)cc1	-2	-12	-1	0.9	0	-1	7	1539	-4	1
O=C(CSc1ncccn1)NCc1cccc(Cl)c1	-5	-4	2	1.1	4	-6	-10	1695	5	1
COc1ccc(N(C)C(=O)c2cnc(N3CCN(c4ncccn4)CC3)c3ccccc23)cc1	-8	-18	2	1	0	-3	2	1647	4	1.1
CCOC(=O)CSc1nc(NCc2ccco2)c2ccccc2n1	-4	-9	-14	0.8	-3	-4	19	1566	-1	1
CC(CCc1ccccc1)NC(=O)CSc1cccc[n+]1[O-] (stereo not drawn)	15	-4	11	0.9	9	-7	10	1882	9	0.9
Cc1cc(C(=O)N2CCCc3ccccc32)no1	-5	-17	6	0.9	13	0	14	1626	5	1.1
CCOC(=O)N1CCC(NC(=O)CCS(=O)(=O)c2ccc3c(c2)CCN3C(C)=O)CC1	-2	-11	-4	1.1	-8	0	-8	1496	6	1
COCCn1c(=NC(=O)c2ccccc2[N+](=O)[O-])sc2cc(S(C)(=O)=O)ccc21	3	-14	-4	1.2	-4	-4	-18	1549	-7	1
CCN(CC)C(=O)C1CCCN(Cc2ccc3c(c2)OCO3)C1 (stereo not drawn)	-2	-20	4	1	3	-1	-4	1535	3	1
Oc1ccc(-c2nc3ncccn3c2Nc2ccc3c(c2)OCCO3)cc1	-3	3	9	0.9	6	1	12	1642	3	1
COc1cc2nc(=S)n3[nH]c(CCn4c(C)nc5ccccc54)nc3c2cc1OC	-2	-10	-2	1	8	0	0	1727	6	1
CN(C)CCCC(=O)c1ccc2c(c1)OCO2	-1	-8	4	0.9	2	-8	9	1330	-5	1
CCCCN(C(=O)Cn1nnc2ccccc21)C(C(=O)NCc1ccco1)c1ccncc1 (stereo not drawn)	2	-3	-9	1	5	-1	-5	1497	7	1
Cc1ccc(S(=O)(=O)Nc2nc(C)cc(N/N=C/c3ccc(O)cc3)n2)cc1	-2	-1	6	1	11	2	4	1563	5	1
CN(C)c1ccc(CN2CCCCCC2)cc1	-9	-16	3	1	12	-6	5	1805	7	1.1
CCCn1c(=O)c2ccccc2n2c(SCC(=O)N3CCc4ccccc4C3)nnc12	0	-14	-1	0.6	-4	-7	37	1497	-4	1
FC(F)(F)c1cccc(-c2nnc(-c3ccccc3)c(N3CCOCC3)n2)c1	0	-4	10	1.1	10	-4	-6	1627	0	1
O=C(CCCOc1ccc(Cl)cc1Cl)N/N=C/c1ccccc1O	0	-23	-1	1	-1	-5	3	1533	-8	1
CC(C)(Oc1ccc(Cl)cc1)C(=O)NCCCn1ccnc1	-5	-7	13	1	0	3	0	1486	8	1.1
COc1ccc([N+](=O)[O-])cc1NCc1ccccc1C	4	12	-4	0.8	-2	-3	24	1458	0	1
COc1cccc(NC(=O)CC2S/C(=N\S(=O)(=O)c3ccccc3)N(c3ccccc3)C2=O)c1 (stereo not drawn)	-2	4	1	1.2	9	0	-23	1744	10	1
CC(C)N(Cc1nc(-c2ccc3c(c2)OCO3)no1)Cc1nccn1C	-9	-6	1	1	6	1	3	1519	14	1.1
O=C(Nc1ccc([N+](=O)[O-])cc1)c1nc[nH]c1C(=O)NC1CCCCC1	-7	-33	-1	1.4	-9	4	-38	1453	-8	1.1
COc1ccc(CCCC(=O)NC2CCCCC2C)c(C)c1 (stereo not drawn)	-3	-8	-5	1	4	2	-4	1673	0	1
Cc1cnc(NC(=O)CC2CCCC2)s1	3	2	5	1	8	-1	1	1714	7	1
CC(C)CCN1CCN(Cc2cccn2-c2cccnc2)CC1CCO (stereo not drawn)	-1	-4	7	1	2	0	1	1502	4	1
Cc1ccc(-n2c(SCC(=O)OC(C)C)nnc2-c2ccccn2)cc1	-6	-10	1	1	2	-3	-2	1547	6	1.1
COc1ccc(C2C(C(=O)OC(C)C)=C(C)N=c3s/c(=C\c4cccs4)c(=O)n32)cc1 (stereo not drawn)	5	14	-11	0.8	1	-1	16	1468	-3	1
CCOCCCNC(=O)CCSc1ccc(C)cc1	0	-7	4	0.5	-6	-4	x	1311	-8	1
C=CCn1c(-c2cccs2)nc2ccccc21	0	5	-3	0.7	1	4	26	1413	-4	1
COC(=O)c1c(C)[nH]c(C(=O)CSc2nnnn2-c2ccccc2)c1C	0	-5	4	0.9	7	3	10	1446	-2	1
CSc1nc2ccc(S(=O)(=O)N3CCc4ccccc43)cc2s1	-5	-8	1	0.9	-6	0	8	1434	-4	1.1
